Screens (PubChem BioAssay)
Exocytosis inh – lytic granule exocytosis inhibition; 360,000 compounds, 0.66% hits; inhibition, % at 10 µM; TALL-104 LAMP-1 surface exposure, flow cytometry; cells stimulated with thapsigargin and PMA;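 active = inhibition above about 55%, limit read from the data; inconclusive = no clear call, values can overlap the other calls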
ABCB6 inh 2 – inhibitors of human ABC transporter ABCB6 | Q9NP58 | K562-ABCB6 porphyrin accumulation, flow cytometry, 1 h; active compounds read low | fluorescence ratio to DMSO, % at 10 µM | 360,000 compounds, 0.19% hits | AID 602162;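 active = fluorescence ratio to DMSO below 75%, the collection mean minus 3 SD; inconclusive = too few cells collected in the well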;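 note: signal is porphyrin accumulated inside mitochondria; 100% equals median channel fluorescence of DMSO control wells; lower ratio means ABCB6 inhibition with less porphyrin fluorescence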
Target sequence (Q9NP58 whole entry, looked up): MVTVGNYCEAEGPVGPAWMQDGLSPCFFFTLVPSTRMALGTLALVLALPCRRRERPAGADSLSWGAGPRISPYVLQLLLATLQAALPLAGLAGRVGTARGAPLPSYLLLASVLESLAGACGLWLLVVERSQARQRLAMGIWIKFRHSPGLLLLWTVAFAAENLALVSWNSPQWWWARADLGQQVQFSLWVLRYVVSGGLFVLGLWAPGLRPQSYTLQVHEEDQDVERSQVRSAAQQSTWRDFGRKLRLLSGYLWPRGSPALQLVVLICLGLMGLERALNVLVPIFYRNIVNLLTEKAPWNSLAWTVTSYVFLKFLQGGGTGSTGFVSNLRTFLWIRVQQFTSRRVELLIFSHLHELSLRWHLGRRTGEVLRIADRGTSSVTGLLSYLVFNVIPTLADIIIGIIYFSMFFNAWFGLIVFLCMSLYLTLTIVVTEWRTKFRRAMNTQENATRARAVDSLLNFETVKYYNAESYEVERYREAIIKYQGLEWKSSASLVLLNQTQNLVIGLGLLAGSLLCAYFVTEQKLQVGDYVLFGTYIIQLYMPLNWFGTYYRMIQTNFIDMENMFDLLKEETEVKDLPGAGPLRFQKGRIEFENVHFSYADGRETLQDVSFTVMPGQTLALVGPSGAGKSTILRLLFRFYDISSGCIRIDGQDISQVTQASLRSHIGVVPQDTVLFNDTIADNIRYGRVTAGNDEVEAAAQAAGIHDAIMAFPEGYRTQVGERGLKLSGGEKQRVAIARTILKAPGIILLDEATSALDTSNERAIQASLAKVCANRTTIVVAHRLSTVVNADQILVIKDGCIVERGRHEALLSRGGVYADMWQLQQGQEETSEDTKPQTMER
CaV13 FRET inh – Primary screen for inhibitors of IQ motif and Ca2+-dependent inactivation inhibitor domain binding in CACNA1D, Förster resonance energy transfer in living cells, …; 340,000 compounds, 0.098% hits; AID 743397; HEK cells, CFP/YFP FRET ICDI-IQ, plate reader, 10 min; percent FRET-ratio fall versus neutral wells; inhibition, % at 12.3 µM;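 active = mean replicate inhibition of at least 30% and at least 1% of replicates passing that level; inconclusive = only one of the two criteria is met; inactive = neither criterion is met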;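 note: 0% = median of the neutral control wells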
m5-HT2A agonist – mouse HTR2A agonism via beta-arrestin recruitment; P35363; CHO-K1 mHTR2A beta-arrestin complementation, luminescence; percent of 30 µM serotonin response; activation, % at 7.6 µM; 360,000 compounds, 0.66% hits; AID 624169;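 active = activation above a run cutoff, the mean activation of all tested compounds plus 3 SD, cut at about 14% in these data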;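 note: 0% = plate median of compound wells and 100% = 30 µM serotonin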
Cardio protect – myocardial damage modulation in H9c2 cells; protection from H2O2 cell death, % at 20 µM; H9c2 cardiomyocytes, H2O2 injury protection, ATPLite, 2 h; 360,000 compounds, 0.63% hits;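 active = compounds giving at least 50% protection of heart cells from peroxide-induced death in the single-dose screen, raw or plate-pattern-corrected value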;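 note: 0% = DMSO wells with peroxide and 100% = DMSO wells without peroxide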
PDI turbidity – blocks human protein disulfide isomerase activity; P07237; PDI insulin aggregation turbidity, A650, 90 min; inhibition, % at 10 µM; 350,000 compounds, 0.052% hits;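 active = mean inhibition across replicates of 30% or more, whatever share of single replicates reach that level; inconclusive = mean inhibition below 30% while every single replicate reaches 30%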;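 note: absorbance from insulin aggregation driven by PDI reduction with DTT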
Vif imaging – blocks HIV Vif function. HEK293T cells, Vif self-association by quenched fluorescence, imaging, 24 h. inhibition, % at 7.49 µM. 340,000 compounds, 0.35% hits. AID 602346; in the data active = inhibition above about 50%, passing the limit was not always enough; inconclusive = no clear call, values can overlap the other calls; inactive = below about 31%; note: some results filed as inactive read as strong as hits
hiPSC survival – hiPSC single-cell survival enhancement. ATPlite luminescence; 100% = ROCK inhibitor wells, 0% = DMSO. survival enhancement, % at 20 µM. 360,000 compounds, 0.044% hits. AID 602274; in the data active = survival enhancement above about 18%;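 note: cells exposed to compounds for 16 hours before the ATP read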
aDG glyco up – alpha-DG glycosylation activation; AID 624168; 360,000 compounds, 0.22% hits; Pro5-aDG cells, alpha-DG glycosylation AlphaScreen (IIH6); 0% Pro5, 100% B10-LARGE cell signal; activation, % at 10 µM;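 active = activation of at least 8% versus controls, or a plate z-score of at least 8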;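 note: Pro5 are CHO cells carrying HIG-tagged alpha-DG that lacks glycosylation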
N-glyco inh – N-linked glycosylation inhibition | D54 ERlucT glycosylation luciferase reporter, 24 h; percent of 100 nM tunicamycin response | reporter increase, % at 12.5 µM | 360,000 compounds, 0.23% hits;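 active = mean luciferase reporter signal, scaled so untreated is 0 and the glycosylation-blocking control 100, at or above a set limit in every replicate; inconclusive = mean reaches the limit but not every replicate does; inactive = mean below the limit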;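 note: luciferase carries N-glycosylation sites so blocking glycosylation raises the light; 0% = median of neutral control wells and 100% = median of 100 nM tunicamycin wells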
* marks the source's active call; other numbers are inactive results; ? = inconclusive; nt = no result given.

Preview, nine compounds:
SMILES	Exocytosis inh	ABCB6 inh 2	CaV13 FRET inh	m5-HT2A agonist	Cardio protect	PDI turbidity	Vif imaging	hiPSC survival	aDG glyco up	N-glyco inh
NNC(=O)Cn1cnc2ccccc21	-3	92	-4	-2	2	5	?	-1.1	-0.2	3
Cc1ccc(CNc2ccc(N3CCOCC3)c(Cl)c2)cc1	-1	91	-7	-3	-3	5	4	-0.6	-0.1	0
CS(=O)(=O)N1CCC(Oc2cccc(C(=O)NCCCOc3cccnc3)c2)CC1	-1	91	nt	2	0	1	5	0.4	0.0	-2
CC(=O)O/N=C(\N)c1ccc(-c2csnn2)cc1	-7	98	-5	2	1	-3	-2	-0.5	-0.1	-1
CC1CCN(C(=O)C2COc3ccccc3O2)CC1 (stereo unspecified)	4	89	-6	3	5	2	-12	-0.4	0.1	0
Cc1cccc(S(=O)(=O)NC(Cc2c[nH]c3ccccc23)C(=O)O)c1 (stereo unspecified)	-1	99	-4	4	9	4	6	0.2	0.0	3
Cc1cc(C)c2c(=O)cc(C(=O)NCc3ccccc3)oc2c1	1	100	-16	-3	9	-2	-9	0.3	0.0	2
CNc1nc(-c2ccccc2)[n+](-c2ccc(C)cc2)s1	4	98	-8	5	-12	-14	-1	-0.6	0.5	1
COCc1c(C(=O)N/N=C\c2ccccn2)nnn1-c1nonc1N	-13	97	-2	-5	20	-4	32	0.4	0.0	2

This part in full, previewed entries included:
SMILES	Exocytosis inh	ABCB6 inh 2	CaV13 FRET inh	m5-HT2A agonist	Cardio protect	PDI turbidity	Vif imaging	hiPSC survival	aDG glyco up	N-glyco inh
NNC(=O)Cn1cnc2ccccc21	-3	92	-4	-2	2	5	?	-1.1	-0.2	3
Cc1ccc(CNc2ccc(N3CCOCC3)c(Cl)c2)cc1	-1	91	-7	-3	-3	5	4	-0.6	-0.1	0
CS(=O)(=O)N1CCC(Oc2cccc(C(=O)NCCCOc3cccnc3)c2)CC1	-1	91	nt	2	0	1	5	0.4	0.0	-2
CC(=O)O/N=C(\N)c1ccc(-c2csnn2)cc1	-7	98	-5	2	1	-3	-2	-0.5	-0.1	-1
CC1CCN(C(=O)C2COc3ccccc3O2)CC1 (stereo unspecified)	4	89	-6	3	5	2	-12	-0.4	0.1	0
Cc1cccc(S(=O)(=O)NC(Cc2c[nH]c3ccccc23)C(=O)O)c1 (stereo unspecified)	-1	99	-4	4	9	4	6	0.2	0.0	3
Cc1cc(C)c2c(=O)cc(C(=O)NCc3ccccc3)oc2c1	1	100	-16	-3	9	-2	-9	0.3	0.0	2
CNc1nc(-c2ccccc2)[n+](-c2ccc(C)cc2)s1	4	98	-8	5	-12	-14	-1	-0.6	0.5	1
COCc1c(C(=O)N/N=C\c2ccccn2)nnn1-c1nonc1N	-13	97	-2	-5	20	-4	32	0.4	0.0	2
CS(=O)(=O)N(CC(=O)NCCC1=CCCCC1)c1cccc([N+](=O)[O-])c1	-2	116	-3	-2	-3	-3	19	0.3	-0.2	0
Fc1cccc(-c2csc(-c3ccno3)n2)c1	-4	109	-20	-1	4	-7	2	-0.2	0.0	4
CCOC(=O)CNC(=O)CSc1nnc(-c2ccc(OC)cc2)n1CC	6	92	-4	-1	1	-8	-2	3.0	-0.1	1
COc1ccccc1C(=O)Nc1ccc(NC(=O)c2ccco2)c(C)c1	-2	95	nt	2	-4	2	-18	5.7	0.5	1
O=C(Nc1cc(C(F)(F)F)ccc1N1CCOCC1)c1cccc(S(=O)(=O)N2CCOCC2)c1	4	128	-11	6	-4	16	9	-2.1	0.3	2
Cc1cc(Cl)ccc1NC(=S)N1CCOCC1	2	99	-3	4	17	4	-7	4.0	0.5	1
O=C(c1ccc(CN2CCOCC2)cc1)N1CCN(c2cccc(Cl)c2)CC1	-2	96	-4	0	-11	-1	1	-0.6	0.2	-1
C/C(=N\NC(=O)c1cccs1)c1c(O)cc(C)oc1=O	-4	98	-6	-3	0	-1	7	-0.2	-0.1	-1
Cc1cc(=O)oc2c3c(cc(OCC(=O)Nc4ccc(CCO)cc4)c12)OC(C)(C)CC3	4	99	nt	-2	11	nt	1	-1.6	-0.1	5
O=C(O)CC(NC(=O)c1ccc2c(c1)OCO2)c1cccc([N+](=O)[O-])c1 (stereo unspecified)	-1	109	-7	1	0	8	9	-0.1	-0.1	2
COCCNC(=O)C1c2cc(OC)c(OC)cc2C(=O)N(C)C1c1cccnc1 (stereo unspecified)	-1	102	-6	0	-1	5	1	4.7	-0.2	1
O=C(Nc1cccc([N+](=O)[O-])c1)N1CCN(c2ccccc2)CC1	-1	95	-3	-6	-3	-3	-3	-0.7	0.0	9
Cc1ccc(N2CC(C(=O)NC3CCCCCC3)CC2=O)cc1 (stereo unspecified)	2	99	-4	-1	2	-5	10	-2.5	0.1	-2
CC[N+](CC)=N/N=C1\C=CC[N+]([O-])=C1	-12	102	-12	4	nt	nt	nt	0.6	-0.3	nt
CCOC(=O)Cn1c(=N)n(CCOc2ccc(F)cc2)c2ccccc21	26	96	-5	-5	2	3	1	-0.3	-0.1	1
COc1ccc(F)cc1C(=O)C1CCCN(Cc2c(C)n(C)n(-c3ccccc3)c2=O)C1 (stereo unspecified)	-1	95	-4	-1	8	-1	2	0.2	0.8	-1
C#CCOCCOCCOCCNc1nc(N2CCOCC2)nc(N2CCN(C(=O)[C@H](C)n3cc(CCC(=O)O)nn3)CC2)n1	-16	95	-8	11	3	4	-2	-2.1	-0.1	4
COc1cccc(C(=O)Nc2nc(C)cs2)c1	1	97	-5	14	-4	-6	nt	-0.7	0.4	-5
COC(=O)[C@@]12C[C@@H](CC(=O)NCc3cccc(C(F)(F)F)c3)C(=O)N(Cc3cccc4ccccc34)C1=CCC(C)(C)C2	1	nt	-9	3	nt	nt	nt	nt	0.0	nt
CC(=O)c1ccc(OCCCC(=O)OCC(=O)N2CCN(S(=O)(=O)c3ccc(C)cc3C)CC2)cc1	-5	93	-6	7	-16	11	5	1.2	-0.3	1
COc1ccc(NC(=O)C/C(C)=N/NC(=O)c2ccco2)c([N+](=O)[O-])c1	-7	91	-3	3	-2	-2	4	-0.1	-0.1	3
O=C(c1ccc(Br)cc1)c1coc2ccc(O)cc12	-6	91	-3	-6	-13	-13	-9	0.3	0.0	-5
CC(=O)c1c(O)cc(O)cc1O	-2	96	nt	1	-3	nt	-3	3.3	-0.2	-2
Cc1cccc(N2C(=O)N3[C@H](c4ccc(Br)cc4)[C@@H]4C(=O)N(C(C)(C)C)C(=O)[C@@H]4[C@]3(Cc3ccc(Cl)cc3)C2=O)c1	-3	99	-11	0	-6	1	-3	-1.4	0.8	2
CCN(CC)c1ccc(/C=N/Nc2nc(C)cc(C)n2)c(O)c1	-1	103	-5	-13	47	-3	-6	-2.0	-0.3	-11
Cn1c(=O)c2c(ncn2CC(=O)N/N=C/c2ccco2)n(C)c1=O	0	104	-4	6	12	-1	-9	-1.1	0.0	1
NC(=O)CC(NC(=O)c1cccc(Br)c1)c1ccc(N2CCN(c3ccccn3)CC2)c([N+](=O)[O-])c1 (stereo unspecified)	-8	94	-4	-3	1	7	2	1.2	-0.2	-2
COC(=O)CN(c1cccc(OC)c1)S(C)(=O)=O	-2	99	-9	6	6	5	1	-1.0	-0.1	2
CC(C)c1cc(C(=O)O)on1	-4	97	-4	16*	3	-3	7	-2.1	-0.1	1
COCc1nnc(NS(=O)(=O)c2ccc(OC)cc2)s1	-5	98	-20	-2	5	1	0	0.4	-0.2	-7
CCCNc1ccc(C(=O)OCC)cc1[N+](=O)[O-]	-4	103	3	-1	-14	-2	?	-0.4	0.1	0
CN(C)S(=O)(=O)c1ccc(N2CCCC2)c(C(=O)Nc2ccc(C(N)=O)cc2)c1	12	92	-7	0	-2	2	nt	-0.2	-0.2	1
Cc1cc(Cl)c(S(=O)(=O)N(C)C)cc1OCC(N)=O	0	92	nt	1	2	-5	6	-2.3	-0.1	0
N#CCCN(C(=O)Nc1ccc(Cl)c(Cl)c1)C1CCCCC1	-6	94	-14	-2	-3	-9	-33	-1.0	0.3	-5
Cc1ccc(S(=O)(=O)CC(=O)N(CCCN(C)C)c2nc3ccc(C)cc3s2)cc1	1	98	-13	-6	-2	9	nt	-0.3	0.0	1
CNS(=O)(=O)c1ccc(NS(=O)(=O)c2ccccc2F)cc1	3	101	3	2	-4	7	-4	-0.8	0.0	0
CN(C)c1ccc(Nc2nc(-c3cccnc3)cs2)cc1	4	114	-5	-3	-21	7	-13	-5.0	-0.5	-12
CCc1sc(C(=O)Nc2ccc3c(c2)OCCO3)cc1Br	0	92	-7	-5	-13	1	-6	-0.5	0.2	-8
CC(C)(C)S(=O)(=O)c1cnc(N2CCCC2)nc1N	2	98	-5	1	8	-2	7	-0.5	0.0	2
Cc1ccc(C)c(OCCNc2ccc([N+](=O)[O-])cn2)c1	-1	100	-19	-4	-5	2	-8	0.4	0.1	-2
Cc1cccnc1Oc1ncccc1N	-10	94	-4	3	4	1	17	-0.6	-0.1	1
CCCCn1c(N)c(NCC(C)C)c(=O)[nH]c1=O	0	97	-4	0	8	-6	-8	-0.8	0.1	5
CCC(C(=O)N1CCN(c2ccccc2OC)CC1)c1ccccc1 (stereo unspecified)	-1	95	-18	-2	-1	7	12	-0.3	0.2	13
CC(C)(C)NS(=O)(=O)c1cc(C(=O)O)ccc1Cl	-4	91	-3	2	-2	2	26	0.5	0.0	2
O=C(NCc1ccc(N2CCCC2=O)cc1)Nc1ccccc1	8	89	-5	0	1	15	0	-2.1	0.7	0
COc1cc(/C=C/C(=O)Nc2nnc(C(C)(C)C)s2)cc(OC)c1OC	4	92	-3	5	4	-11	-2	1.1	-0.3	-2
CCOC(=O)N1CCN(C(=O)CSc2ccc3nnc(CCNC(=O)c4ccc(OC)cc4)n3n2)CC1	-5	96	-5	-1	19	1	7	0.0	0.1	2
Cn1c(=O)[nH]c(=O)c2c1nc(CN1CCN(c3cccc(Cl)c3)CC1)n2Cc1ccccc1Cl	-5	101	-7	-4	-5	10	6	0.5	0.5	9
CSCCC(NS(=O)(=O)c1cccc(C(F)(F)F)c1)C(=O)N1CCN(C(=O)c2ccco2)CC1 (stereo unspecified)	10	97	-5	-2	4	9	8	-2.6	0.1	4
